Luc counter – Kinase-Glo luciferase inhibition (counter-screen) | Q27757 | Kinase-Glo luciferase, ATP luminescence, 8 min | Potency, µM (highest dose often 38.3 µM), inactives show at the highest dose activity change, negative = inhibition, usual class: inhibitors | 0.28% of 200,000 active | AID 1379; note: potency is the fitted concentration of half-maximal effect; % is set by controls: 0 for no effect and ±100 for the full control effect; nearly all actives have a fitted effect of over 60% in size
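Light output from Kinase-Glo luciferase with luciferin and 10 uM ATP in 50 mM imidazole pH 7.2, KCl, MgCl2, Tween 20, BSA; compound pin-delivered, 8-min ambient incubation, then luminescence read.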
CBFb RUNX1 block – CBF-beta/RUNX1 interaction disruption; 230,000 tested, under 10 active; AlphaScreen CBFb-His/RUNX1-biotin binding, biochemical; Potency, µM (series often up to 59.8 µM), for inactives: at the highest dose activity, negative = inhibition, usual class: inhibitors; note: % of control where 0% means no effect
Target sequence (Q01196 whole entry, looked up): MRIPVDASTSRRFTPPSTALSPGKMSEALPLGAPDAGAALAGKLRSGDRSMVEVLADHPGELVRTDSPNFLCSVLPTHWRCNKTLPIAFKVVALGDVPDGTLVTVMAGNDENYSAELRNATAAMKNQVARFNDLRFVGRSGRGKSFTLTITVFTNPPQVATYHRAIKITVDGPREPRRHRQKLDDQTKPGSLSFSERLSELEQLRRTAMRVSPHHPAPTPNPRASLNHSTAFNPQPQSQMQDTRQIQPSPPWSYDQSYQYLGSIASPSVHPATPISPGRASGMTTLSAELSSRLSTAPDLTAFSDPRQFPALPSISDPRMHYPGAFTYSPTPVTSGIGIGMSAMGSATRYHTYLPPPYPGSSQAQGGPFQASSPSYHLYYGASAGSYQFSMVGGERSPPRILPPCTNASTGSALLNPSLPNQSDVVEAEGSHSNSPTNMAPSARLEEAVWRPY
Target sequence (Q13951 whole entry, looked up): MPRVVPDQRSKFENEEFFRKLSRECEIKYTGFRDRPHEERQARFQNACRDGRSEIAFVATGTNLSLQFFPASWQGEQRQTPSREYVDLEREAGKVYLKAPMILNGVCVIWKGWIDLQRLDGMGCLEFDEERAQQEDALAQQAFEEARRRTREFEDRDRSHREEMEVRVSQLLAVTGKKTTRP
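Bead-based AlphaScreen assay; binding partners His-tagged CBF-beta and biotinylated RUNX1 at 30 nM each. Compound exposure 15 min after a 20-min protein preincubation; bead step 90 min; all steps at room temperature.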
HttQ103 aggreg – mutant huntingtin aggregation inhibition. PC12 HttQ103-GFP aggregates, Acumen cytometry, 40 h. Potency, µM (titrated, usually from 46.1 µM), for inactives: at the top dose activity change, negative = inhibition, actives largely listed as inhibitors. 1.1% of 220,000 active. AID 1688; note: potency is the fitted concentration of half-maximal effect; % is set by controls: 0 for no effect and ±100 for the full control effect; nearly all actives have a fitted effect of over 60% in size
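Aggregates are detected as GFP objects 1–25 µm with signal 6 STDEV over background in lysates of induced PC12 cells. These carry Huntingtin exon 1 with 103 glutamines fused to GFP under an ecdysone promoter; compounds titrated.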
Epigenetic derep – derepresses silenced GFP reporter in murine cells; 0.2% of 280,000 active; murine LDR cells, GFP reporter derepression, 30 h; AID 1865; Potency, µM (doses to about 53.9 µM), for the others: top-dose GFP activation, most hits filed as activators; note: potency is the fitted concentration of half-maximal effect; % of control where 0% means no effect; nearly all actives have a fitted effect of over 60% in size
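Derepression of a silenced CMV-GFP reporter in murine LDR cells is scored by enumerating GFP-positive cells with a laser-scanning microplate cytometer after 30 hours of treatment at 37 C.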
LMNA splice mod – modulators of lamin A splicing | AID 1487 | HeLa LMNA splicing GFP/RFP minigene ratio, 48 h | 0.01% of 200,000 active | Potency, µM (top dose mostly 46.1 µM), for the others: at the top dose ratio change, negative = inhibition, usual class: inhibitors; active = well fitted inhibition curve with a large enough effect in the signal ratio, with a control signal flat, not every such curve was filed as active; inconclusive = small, poorly fitted or top-dose-only effect, or effect the other way, or a change in a side signal; the % refers to the signal ratio; note: potency is the fitted concentration of half-maximal effect; % is set by controls: 0 for no effect and ±100 for the full control effect
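Read-out is the ratio of GFP to DsRed2 object intensity, acquired by 488 nm laser-scanning cytometry on HeLa lamin A-EGFP minigene reporter cells. Compound incubation 48 hrs at 37 °C in Opti-MEM with 2% FBS; DMSO 0.5% final.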
IMPase Li inh – membrane-permeable IMPase blocker, potentiated with lithium; CHO-M1 cells, IP1 TR-FRET (IP-One), carbachol + lithium; Potency, µM (series often up to 59.4 µM), without a hit: at the top dose activity, negative = IMPase inhibition, hits mostly inhibitors; 0.35% of 210,000 active; AID 1457;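 note: IP1 builds up when IMPase is blocked and the TR-FRET signal falls; potency is the fitted concentration of half-maximal effect; plate controls were basal vehicle for no effect and high inhibitor control for full effect; nearly all actives have a fitted effect of over 50% in size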
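IP1 accumulation measured by competitive TR-FRET in lysed CHO-M1 cells after 30 min compound exposure at 37C, with a small lithium addition to potentiate weak responses. Hill-equation AC50 from ratio and donor-channel data.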
NPSR antagonist – blocks cAMP signaling of the human neuropeptide S receptor. Q6W5P4. CHO-NPSR cells, cAMP TR-FRET, antagonist mode. Potency, µM (titrated, usually from 38.3 µM), for the others: at the top dose activity change, negative = inhibition, hits mostly inhibitors. 1% of 220,000 active; note: potency is the fitted concentration of half-maximal effect; % is set by controls: 0 for no effect and ±100 for the full control effect; nearly all actives have a fitted effect of over 50% in size; many of its hits are not listed in these tables
Target sequence (Q6W5P4 whole entry, looked up): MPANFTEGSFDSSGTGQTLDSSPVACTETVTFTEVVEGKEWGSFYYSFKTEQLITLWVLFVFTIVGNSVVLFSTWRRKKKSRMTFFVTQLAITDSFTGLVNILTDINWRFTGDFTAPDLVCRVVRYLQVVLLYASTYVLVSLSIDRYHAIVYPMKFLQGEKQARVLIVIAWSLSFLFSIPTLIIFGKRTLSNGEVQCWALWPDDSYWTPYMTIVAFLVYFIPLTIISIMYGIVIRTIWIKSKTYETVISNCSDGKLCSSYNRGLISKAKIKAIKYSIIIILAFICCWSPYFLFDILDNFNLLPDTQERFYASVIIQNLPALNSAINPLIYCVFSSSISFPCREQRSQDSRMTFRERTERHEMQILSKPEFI
Starred values were filed as active, the others as inactive; ? = inconclusive; . = no result given; & = joins results of further samples; [ ] = another dose, or the depositor's remark. Unless noted, calls come from the whole dose curve; as a rule, active = well fitted curve in the direction sought with a large enough effect; inconclusive = small, poorly fitted or top-dose-only effect, or another doubt; inactive = no such curve, though single readings can be large; an effect the other way counts as inactive or inconclusive.

SMILES	Luc counter	CBFb RUNX1 block	HttQ103 aggreg	Epigenetic derep	LMNA splice mod	IMPase Li inh	NPSR antagonist
CCN(CCCNC(=O)c1cn(CC)c2ccc(S(=O)(=O)N(C)C)cc2c1=O)c1cccc(C)c1	0%	-15%	-20%	-0.3%	11%	4%[38.3 µM]	?
O=C(CCC1CCCN(C(=O)Cn2cnnn2)C1)NCc1ccccc1F (configuration not stated)	.	13%	-11%	-2.9%	.	.	-2%
Cn1nc(C(=O)OCC(=O)NC2CCS(=O)(=O)C2)c2ccccc2c1=O (configuration not stated)	1%	-4%	-7%	-1.9%	-23%[46 µM]	-9%	14%
O=C(CCC(=O)c1cccs1)NC1CCCCCC1	-3%	18%	6%	-3.4%	.	-3%	-4%
Fc1ccccc1/C=N/Nc1ncnc2ccccc12	-8%	-12%	-11%	-1.4%	11%[46 µM]	-1%	-17%
C=CCn1c(=O)c2ccccc2n2c(SCC(=O)Nc3sc(C(=O)N(CC)CC)c(C)c3C(=O)OCC)nnc12	0%	-3%	-5%	-2.6%	-8%	18%	-5%
CN(C)CCCCOc1ccccc1F	1%	8%	19%	1.3%	-13%[46 µM]	6%	15%
CCN(CCn1cccn1)Cc1nc(-c2ccc(C(=O)OC)cc2)no1	0%	1%	-6%[9.22 µM]	0.9%	.	24%	-7%
Cc1ccccc1N1CCN(C(=O)c2ccccc2NC(=O)c2ccccc2C(=O)O)CC1	-3%	4%	-6%[9.22 µM]	0.0%	22%[46 µM]	7%	-8%
S=C(c1ccc(-c2ccc(Cl)c(Cl)c2)o1)N1CCOCC1	1%	?	4%	-0.8%	6%	-2%[38.3 µM]	0%[46.1 µM]
CC(=O)Nc1nc(C)c(C(C)C)s1	.	-6%	12%[9.22 µM]	0.0%	.	.	2%[7.67 µM]
CC(=O)Nc1cccc(-c2nc3ccc(NC(C)=O)cc3[nH]2)c1	-21%	3%	-1%	-1.2%	-4%	1%[38.3 µM]	4%[46.1 µM]
CCN(CC)c1ccc(NC(=O)C2CCC(CNc3c(N4CCCC4)c(=O)c3=O)CC2)c(C)c1 (configuration not stated)	.	3%	-7%[9.22 µM]	0.7%	.	.	2%
COc1ccc(NC(=O)N(Cc2cc3cc(OC)ccc3[nH]c2=O)CC2CCCO2)cc1 (configuration not stated)	-1%	0%	8%	3.3%	-8%	20%[38.3 µM]	-5%[46.1 µM]
Cn1nc(CC(=O)Nc2ccc(N3CCN(C(=O)OC(C)(C)C)CC3)cc2)c2ccccc2c1=O	2%	1%	4µM*	0.0%	?	7%	-19%[46.1 µM]
C/C(CC(=O)Nc1cccc(Cl)c1Cl)=N\NC(=O)c1ccccc1N	2%	-2%	.	-1.1%	8%[46 µM]	6%	4%
CCOC(=O)c1cc2sccc2n1CC(=O)N1CCCC1	0%	2%	6%	-0.7%	0%	-10%[38.3 µM]	-5%[46.1 µM]
O=C(CCC(=O)NC1CCN(Cc2ccccc2)CC1)NCc1ccco1	.	2%	-5%	-5.0%	5%	.	-1%[46.1 µM]
C/C(=N/Nc1nc(-c2ccccc2)cc(-c2ccccc2)n1)c1ccc(N)cc1	-1%	-5%	15%	0.0%	?	13%	-21%[46.1 µM]
OCCN(CC#CC(O)(c1ccccc1)c1cccc(F)c1)CCO (configuration not stated)	.	-3%	-15%[9.22 µM]	-0.4%	.	.	-33%
Cc1ccc(S(=O)(=O)N[C@H](C(=O)OCC(=O)NC(=O)Nc2ccc3c(c2)OCCO3)C(C)C)cc1	-1%	3%	-13%	-3.8%	?	4%	-4%
N#Cc1c2c(c(-c3ccccc3Cl)[nH]c1=S)CCCC2	-2%	-1%	32%	2.4%	?	10µM*	?
COc1ccc(NC(=O)Cn2c(=O)n(CC3CCCO3)c(=O)c3ccccc32)c(OC)c1 (configuration not stated)	2%	5%	17%	-5.7%&-1.8%	?	-6%	19%
COc1ccc(C(=O)N(C(C)C)C(C)C)c(OC)c1	17%	-4%	1%	0.0%	-7%	37%[activator][38.3 µM]	-11%[46.1 µM]
O=[N+]([O-])c1ccc(-c2ccc(/C=N/Nc3nc(N4CCCCC4)nc(N4CCCCC4)n3)o2)cc1	-1%	15%	1%[9.22 µM]	?	.	12%	41%

Sorted by value in LMNA splice mod (rising): some entries from above.
molecule | CBFb RUNX1 block | HttQ103 aggreg | Epigenetic derep | LMNA splice mod | IMPase Li inh | NPSR antagonist
C=CCn1c(=O)c2ccccc2n2c(SCC(=O)Nc3sc(C(=O)N(CC)CC)c(C)c3C(=O)OCC)nnc12 | -3% | -5% | -2.6% | -8% | 18% | -5%
COc1ccc(C(=O)N(C(C)C)C(C)C)c(OC)c1 | -4% | 1% | 0.0% | -7% | 37%[activator][38.3 µM] | -11%[46.1 µM]
CC(=O)Nc1cccc(-c2nc3ccc(NC(C)=O)cc3[nH]2)c1 | 3% | -1% | -1.2% | -4% | 1%[38.3 µM] | 4%[46.1 µM]

The list continues.
SMILES	Luc counter	CBFb RUNX1 block	HttQ103 aggreg	Epigenetic derep	LMNA splice mod	IMPase Li inh	NPSR antagonist
COc1ccccc1-c1nnc(SC/C(O)=C(\C#N)c2nc3ccccc3[nH]2)n1C1CCCCC1	-3%	-17%	1%	-3.2%	?	8%	-34%
COC(=O)c1[nH]c2ccccc2c1NC(=O)CN1CCN(c2cccc(Cl)c2)CC1	-2%	-15%	12%[9.22 µM]	?	1%	5%[38.3 µM]	?
CC(C)(C)C(=O)N1CCN(c2ccc([N+](=O)[O-])c(NCC3CCCO3)c2)CC1 (configuration not stated)	-3%	-10%	6%	0.0%	1%	-5%[38.3 µM]	-6%[46.1 µM]
COc1ccc(C(=O)CN(C(=O)c2ccc(Cl)cc2)N2C(=O)C3CCCCC3C2=O)cc1 (configuration not stated)	7%	-1%	13%[1.84 µM]	1.8%	6%	33%[activator][38.3 µM]	-26%[46.1 µM]
Cn1nnnc1SCc1ccc(F)cc1	-1%	4%	27%	9.3%	2%	-6%[38.3 µM]	-14%[46.1 µM]
CCc1nc2ccccc2c(NC(=O)CN2CC(C)CC(C)C2)c1C (configuration not stated)	-2%	11%	7%	-10.0%	6%[46 µM]	-2%	-31%
O=C(C1=C[C@H](C2CCCCC2)C[C@H](OCc2ccc(CO)cc2)O1)N1CCN(Cc2ccc3c(c2)OCO3)CC1	.	3%	-1%[9.22 µM]	4.6%	.	-2%	?
CCOc1ccc(C(=O)Nc2c3c(nn2-c2ccc(C)cc2)CS(=O)C3)cc1OCC (configuration not stated)	2%	11%	21%	-0.8%	-15%	25%[38.3 µM]	-7%[46.1 µM]
COc1ccccc1NC(=O)c1cc(C)oc1C	-4%	3%	6%	0.2%	.	1%	4%
Cc1csc(SCC(=O)Nc2nc(-c3ccccc3)cs2)n1	2%	12%	-24%	0.0%	-9%	25%[38.3 µM]	-8%[46.1 µM]
CCC1(C(=O)c2ccccc2)C(c2cccc([N+](=O)[O-])c2)C1(C(=O)OC)C(=O)OC (configuration not stated)	1%	-27%	9%	1.1%	-9%	20%	-6%
C/C(=N\OCC(=O)Nn1c(=O)[nH]c2ccccc2c1=O)c1cccs1	4%	3%	9%	6.8%	-5%[46 µM]	-1%	8%
CC12CCC(C(=O)Nc3nc4ccc(Br)cc4s3)(OC1=O)C2(C)C (configuration not stated)	0%	0%	?	-1.6%	?	-4%	-34%
Cc1c(C(=O)c2ccccc2)oc2ccc3ccccc3c12	.	2%	-19%[9.22 µM]	0.0%	.	.	5%
CCn1c(O)c(N=NC(=O)C2C(=O)NCC2c2ccccc2)c2ccccc21 (configuration not stated)	1%	4%	9%	1.1%	-5%	19%	-12%[46.1 µM]
O=C(CSc1nnc2c(n1)[nH]c1ccccc12)Nc1ccc2c(c1)OCO2	-6%	-5%	-14%	13%	?	16%[38.3 µM]	-15%[46.1 µM]
CCN(CC)S(=O)(=O)c1ccc(-c2nnc(SCC(=O)Nc3cc(OC)cc(OC)c3)o2)cc1	-2%	1%	8%	-1.0%	3%	18%[38.3 µM]	-4%[46.1 µM]
Cc1ccc(-n2[nH]c(C)c(C=Nc3ccc(S(=O)(=O)Nc4nccs4)cc3)c2=O)cc1	?	2%	5%	-1.1%	-11%	8%	-17%
Cc1cccc(Nc2nc(N)c([N+](=O)[O-])c(NCc3ccco3)n2)c1	-1%	-23%	23%	-0.8%	28%	15%	-14%
CC1(C)CC(=O)C2=C(C1)N(c1cccc(O)c1)C1=C(C2)C(=O)CC(C)(C)C1	0%	2%	20%	8.1%	-5%	20%[38.3 µM]	-14%[46.1 µM]
CN1CCN(CCCN2c3ccccc3Sc3ccc(C(F)(F)F)cc32)CC1	-2%	-23%	?	-1.7%	?	13%&34%&8%&36%&-11%&12%&5%	?
O=C(NCCc1ccccc1)C1CCN(C(=O)c2sccc2-n2cccc2)CC1	-1%	11%	5%	-0.8%	-7%	19%[38.3 µM]	-9%[46.1 µM]
O=C(Nc1ccncc1)C1CCC(CNS(=O)(=O)c2cccc3nsnc23)CC1 (configuration not stated)	.	-1%	13%[9.22 µM]	-2.8%	.	.	-7%
CCc1nn2c(=O)cc(COc3ccc(/C=C4\C(=N)N5N=C(CC(C)C)SC5=NC4=O)cc3)nc2s1	.	13%	-14%[9.22 µM]	0.0%	.	.	7%
Cc1cc(NC(=O)CSc2ccc3nnc(-c4ccc(Cl)cc4)n3n2)no1	0%	5%	-3%	1.5%	1%	2%[38.3 µM]	0%[46.1 µM]
(further entries)
SMILES	Luc counter	CBFb RUNX1 block	HttQ103 aggreg	Epigenetic derep	LMNA splice mod	IMPase Li inh	NPSR antagonist
CC(=O)N(CC1CCCO1)c1nnc(-c2ccccn2)s1 (configuration not stated)	2%	-3%	5%	0.0%	3%	-1%[38.3 µM]	8%[46.1 µM]
CCc1nnc(NC(=O)Cn2nc(-c3ccc(OC)c(OC)c3)ccc2=O)s1	1%	-1%	-12%[9.22 µM]	4.5%	5%	1%[38.3 µM]	-7%[46.1 µM]
Cc1c(C(=O)Nc2nnc(C(F)(F)F)s2)oc2ccccc12	0%	6%	?	3.7%	-9%	-6%[38.3 µM]	18%[7.67 µM]
Cc1c(NC(=O)NCCN2C(=O)C3C4C=CC(C4)C3C2=O)c(=O)n(-c2ccccc2)n1C (configuration not stated)	14%	0%	-4%	0.8%	-3%	6%[38.3 µM]	-3%[46.1 µM]
Cc1ccc(CN(Cc2ccccc2)C(=S)Nc2ccccc2C)o1	10%	2%	9%	-1.6%	.	11%	-42%
COc1ccccc1-c1nc(-c2ccc(Br)cc2)no1	-12%	11%	-4%	-0.9%	7%	-6%[38.3 µM]	-20%[46.1 µM]
COC(=O)CCCC1=CC2=CC(=O)C(C)(OC(=O)c3cnc4ccccc4n3)C(=O)C2=CO1 (configuration not stated)	0%	-11%	.	0.0%	.	14%	.

An excerpt. The share of hits here may be higher or lower than overall.
